BoNT-F LC inh = blocks Botulinum neurotoxin F light chain protease; inhibition, % at 10 µM; 360,000 tested, 0.22% active; Multiplex microsphere protease cleavage assay, flow cytometry; in the data active means inhibition above about 35%, passing the limit was not always enough; inconclusive means no clear call, values can overlap the other calls; further: plate controls were buffer without enzyme for full effect and enzyme alone for no effect
PfHsp40 rescue = compounds rescuing yeast from Plasmodium falciparum HSP40 toxicity; S. cerevisiae expressing PfHsp40, growth rescue, ATP luminescence; growth rescue, % at 12.5 µM; 340,000 tested, 0.68% active; in the data active means growth rescue above about 28%, passing the limit was not always enough; inconclusive means no clear call, values can overlap the other calls;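 further: yeast W303a lacking pdr1 and pdr3 grown in galactose medium; growth measured after three days at 30 °C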
FadD28 FP inh = M. tuberculosis FadD28 bisubstrate binding inhibition; FadD28 bisubstrate probe binding, fluorescence polarization; AID 588549; inhibition, % at 12.5 µM; 360,000 tested, 0.22% active; in the data active means inhibition above about 8.5%, passing the limit was not always enough; inconclusive means no clear call, values can overlap the other calls
Anthrax LF inh2 = inhibitors of Bacillus anthracis lethal factor protease; multiplex microsphere protease cleavage assay, LF; inhibition, % at 10 µM; 360,000 tested, 0.12% active; AID 588501; further: plate controls were buffer without enzyme for full effect and enzyme alone for no effect
BoNT A protease = BoNT A light chain protease inhibition; multiplex microsphere protease substrate cleavage, flow cytometry; inhibition, % at 10 µM; 360,000 tested, 0.17% active; AID 588499; further: plate controls were buffer without enzyme for full effect and enzyme alone for no effect
BioA inh = BioA (M. tuberculosis) enzyme inhibition; purified M. tuberculosis BioA enzyme, plate reader; inhibition, % at 9.99 µM; 360,000 tested, 0.096% active; AID 602481; in the data active means inhibition above about 40%; inconclusive means no clear call, values can overlap the other calls
Mtb UGM inh = blocks M. tuberculosis UGM enzyme | 320,000 tested, 0.06% active | purified UGM, fluorescence polarization probe displacement | P9WIQ1 | inhibition, % at 10 µM; in the data active means inhibition above about 10%, passing the limit was not always enough; inconclusive means no clear call, values can overlap the other calls
Target sequence (P9WIQ1 whole entry, looked up): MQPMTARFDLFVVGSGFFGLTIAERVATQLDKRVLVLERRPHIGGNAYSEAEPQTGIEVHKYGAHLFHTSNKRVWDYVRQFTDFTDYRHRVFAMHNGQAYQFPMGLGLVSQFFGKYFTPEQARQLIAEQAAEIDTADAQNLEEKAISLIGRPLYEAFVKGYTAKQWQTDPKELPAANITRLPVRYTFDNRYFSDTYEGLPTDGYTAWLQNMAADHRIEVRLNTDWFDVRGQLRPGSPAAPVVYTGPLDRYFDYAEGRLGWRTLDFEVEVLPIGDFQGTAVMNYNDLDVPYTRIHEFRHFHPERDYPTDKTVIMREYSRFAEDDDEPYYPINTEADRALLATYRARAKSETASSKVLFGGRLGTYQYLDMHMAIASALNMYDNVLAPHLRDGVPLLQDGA
GDH-TPI counter = GDH-TPI coupled enzyme inhibition counter-screen; GDH-TPI coupled enzyme counterscreen, NADH absorbance; inhibition, % at 4.8 µM; 360,000 tested, 1.2% active; in the data active means inhibition above about 30%;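 further: 0% = DMSO wells and 100% = wells lacking the enzyme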
Mtb FBA inh = inhibitors of M. tuberculosis fructose-bisphosphate aldolase. P9WQA3. purified M. tuberculosis FBA, fluorescence read-out. inhibition, % at 1 µM. 360,000 tested, 2.3% active. AID 588726; in the data active means inhibition above about 27%;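 further: 0% = vehicle and 100% = reference inhibitor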
Target sequence (P9WQA3 whole entry, looked up): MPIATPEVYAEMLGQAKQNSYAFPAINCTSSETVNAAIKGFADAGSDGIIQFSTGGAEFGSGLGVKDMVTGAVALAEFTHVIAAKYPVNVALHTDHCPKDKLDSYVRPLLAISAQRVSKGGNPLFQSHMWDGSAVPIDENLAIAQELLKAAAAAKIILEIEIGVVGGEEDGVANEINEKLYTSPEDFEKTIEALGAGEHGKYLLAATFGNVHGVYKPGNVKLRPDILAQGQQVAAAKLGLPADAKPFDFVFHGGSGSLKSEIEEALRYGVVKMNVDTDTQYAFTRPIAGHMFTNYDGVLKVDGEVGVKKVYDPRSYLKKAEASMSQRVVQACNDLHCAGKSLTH
An asterisk follows results filed as active; i = inactive; ? = inconclusive; nt = no result given. Unless noted, no stated cut-off is given here; in the data, active means inhibition above about 30%; inconclusive means no clear call, values can overlap the other calls; inactive means below that.

Structure,BoNT-F LC inh,PfHsp40 rescue,FadD28 FP inh,Anthrax LF inh2,BoNT A protease,BioA inh,Mtb UGM inh,GDH-TPI counter,Mtb FBA inh
N#CC1=C(N)OC2=C(C(=O)CC(c3ccccc3)C2)C1c1ccc2c(c1)OCO2 (configuration not stated),-7,-0.9,-2.7,-3,0.1,nt,1.5,-2,0
Cc1csc2cc(-c3cccc([N+](=O)[O-])c3)c(-c3cccc([N+](=O)[O-])c3)c[n+]12,32,1.4,-2.4,2,3.5,nt,4.6,19,2
O=C(Cc1ccc([N+](=O)[O-])cc1)OCc1ccc([N+](=O)[O-])cc1,13,-0.8,nt,0,-1.7,nt,0.6,1,-1
CC(C)Oc1ccc(F)cc1-c1cc(C(=O)NCc2cccs2)[nH]n1,6,nt,-0.7,-3,-0.2,1.1,nt,-11,0
CC(C)Oc1cc2ccccc2cc1CNC[C@H]1O[C@@H](n2cnc3c(N)ncnc32)[C@H](O)[C@@H]1O,-1,-0.8,-2.8,-7,-0.1,-1.0,-0.7,1,-1
COc1cc(NC(=O)COc2cc3oc(=O)cc(C)c3cc2Cl)cc(OC)c1OC,3,-0.6,-0.3,1,0.2,-2.9,-0.1,9,10
CCOc1ccc(CCNC(=O)c2ccc3c(=O)[nH]c4c(C(=O)NC(C)C)sc(=S)n4c3c2)cc1,0,2.1,21*,-1,-0.4,-3.0,-0.9,5,4
COc1ccc(C(C(=O)NC2CCCC2)N(C(=O)c2ccco2)c2cccc(C(C)=O)c2)cc1OC (configuration not stated),4,0.0,-0.4,-1,0.6,-1.0,-3.9,3,-1
Cc1ccnc(NS(=O)(=O)c2cccc([N+](=O)[O-])c2)c1,-2,-0.6,-1.4,9,0.3,-0.7,-0.1,-6,0
CCc1cc2c(=O)c(-c3nc4ccccc4n3C)coc2c(CN2CCCCC2C)c1O (configuration not stated),8,0.7,nt,3,0.5,1.2,nt,14,4
CC(CN1CCCCC1)NC(=O)c1scnc1-c1ccccc1 (configuration not stated),-9,nt,-1.6,-3,-0.3,nt,nt,nt,-3
Nc1cc2c(cc1Br)[nH]c(=O)c1ccccc12,7,1.0,-3.5,22,12,nt,nt,11,-2
CC(NC(=O)COC(=O)c1cc(Cl)ccc1O)C1CC2CCC1C2 (configuration not stated),nt,-0.7,-2.4,nt,nt,4.4,1.1,0,9
CN(CCO)c1ccc([N+](=O)[O-])cc1C(=O)O,6,0.4,-3.7,-3,-0.3,-0.4,1.7,2,-2
O=C(O)CCC(=O)N1CCc2cc(S(=O)(=O)Nc3ccc4c(c3)OCCO4)ccc21,-7,-0.7,-4.8,-8,-0.8,-1.2,-0.8,-8,-2
CCN(CC)C(=O)c1cccc2nc3ccccc3nc12,-1,0.0,0.5,-4,-0.9,-1.0,2.1,6,-2
CCOC(=O)c1c(C)c(C(=O)Nc2cc(F)ccc2F)c(C)n1C,4,-1.5,-2.4,-1,1.3,nt,1.2,5,1
COc1ccc(-c2nnc(SCC(=O)/C(C#N)=C(\C)N)o2)cc1,-2,-1.1,-0.2,0,?,1.7,-0.1,-4,-1
COc1ccc(NC(=O)NNS(=O)(=O)c2ccc(Br)cc2)cc1,-4,-0.7,-0.1,0,-1.2,-0.9,-3.3,9,-2
Cc1cccc(NC(=O)CN2CCc3cc4c(cc3C2C)OCCCO4)c1 (configuration not stated),5,0.7,-0.6,2,2.0,-1.1,-1.7,1,-2
CC(C)(C)OC(=O)CNC(=O)c1[nH]cnc1C(=O)Nc1ccc(Cl)cc1,-9,20,-1.2,-7,-0.4,-0.3,4.8,7,-1
Clc1ccc2nc(-c3cccc(Br)c3)c(Cc3ccccc3)n2c1,4,nt,-3.5,7,6.8,0.5,nt,nt,3
O=c1ccn([C@@H]2O[C@H](CNCc3cccn3-c3nccs3)[C@@H](O)[C@H]2O)c(=O)[nH]1,-5,nt,-3.3,-6,-0.1,-0.7,nt,nt,-2
O=C(c1ccc(Cl)cc1)N1CCCOC1,9,-0.7,-0.3,-3,-0.1,-1.3,0.0,-4,1
Cc1cc(SCC(=O)N/N=C/c2ccc(O)c(O)c2)nc2ccccc12,-13,1.3,-2.5,-8,0.7,2.2,4.4,12,-4
Cc1ccc(-c2cc(C(=O)N/N=C/C=C/c3ccccc3)n[nH]2)s1,1,3.3,-0.4,0,0.1,-0.3,-5.0,24,2
CC(=O)c1cccc(-c2cnc3c(NC=O)cc(-c4ccccc4F)cn23)c1,-10,nt,-1.1,-3,-0.3,-1.2,nt,3,-2
O=C(c1ccc(F)cc1)N1CCCC(C(=O)N2CCN(c3ccccc3)CC2)C1 (configuration not stated),?,1.5,-3.0,-10,?,nt,-3.6,-2,-1
CC(C)N1C(=O)CN(C2CCCCCC2)C(=O)C1c1ccccc1F (configuration not stated),-3,-0.2,-4.3,0,-1.5,-2.2,-0.7,0,2
O=C(COC(=O)CNC(=O)c1ccc(Cl)cc1)Nc1ccc(Cl)cc1C(F)(F)F,4,1.0,-2.0,1,-0.7,2.1,2.3,-7,0
CCSc1nnc(Nc2ccc(C)cc2)s1,-4,0.3,0.2,-2,0.1,4.6,0.2,21,-2
C#CCNC(=O)C1=C[C@@H](c2coc3ccccc3c2=O)C[C@@H](OCCCCO)O1,-7,-1.0,0.9,-4,-0.2,0.6,2.1,6,1
O=C(COc1ccccc1)Nc1ccncc1,1,44*,-2.8,-3,-1.0,nt,-0.8,-5,-1
COc1cc(C(=O)O)cc(NC(=O)c2ccco2)c1OC,5,0.0,-3.3,-7,0.3,nt,2.3,6,2
CC(C)N(CCNC(=O)COc1ccc2oc3c(c2c1)CCCC3)C(C)C,2,-0.5,-0.9,0,-2.0,-0.6,-0.6,4,-3
CCOC(=O)N1CCN(CCC(=O)Nc2ccc(C)cc2)CC1,8,0.0,-1.3,-4,-0.7,-0.5,-4.1,2,4
Cc1nnc(SC(C)C(=O)Nc2ccc3c(c2)OCCO3)s1 (configuration not stated),3,-0.1,-3.9,-2,0.8,-0.5,0.9,-1,-2
Cc1ccc(S(=O)(=O)n2cnc3cc([N+](=O)[O-])ccc32)c(C)c1,-2,-0.7,-0.1,3,0.2,nt,0.4,5,-6
CCOC(=O)CNS(=O)(=O)c1cc(-c2n[nH]c(=O)c3ccccc23)ccc1C,15,-1.2,-3.0,-1,1.8,-0.5,nt,-1,-1
O=C(NCc1ccccc1C(F)(F)F)C1CC(c2cc(C(F)(F)F)cc(C(F)(F)F)c2)=NO1 (configuration not stated),0,1.5,-4.5,-3,-0.6,0.1,-0.6,-3,-1
C[C@]1(C(=O)NCc2cc(F)cc(C(F)(F)F)c2)C=C[C@@H](Cc2ccccc2)N1C(=O)c1ccccc1,-4,2.5,-1.6,1,-0.4,-0.1,-0.9,10,-2
Cc1ccccc1OCC(=O)N/N=C/c1ccco1,2,0.3,-2.1,-2,0.1,1.1,-0.8,1,-1
O=C(Nc1ccccc1O)c1ccc2c(c1)C(=O)N(N1C(=O)c3ccccc3C1=O)C2=O,-5,-0.7,-2.8,-4,-1.0,-2.2,-0.6,3,0
NC(=O)CC(NC(=O)c1ccccc1)c1ccc(N2CCc3ccccc3C2)c([N+](=O)[O-])c1 (configuration not stated),-2,-0.4,-0.2,-3,0.1,6.1,-0.9,11,-1
COCCNC(=S)N1CCN(S(C)(=O)=O)CC1,-12,-0.7,-3.5,2,0.1,nt,-0.8,-3,-3
O=C1COc2ccc(C(=O)c3ccccc3C(=O)NCc3ccco3)cc2N1,-8,-1.2,-2.5,0,1.4,-0.3,-2.0,6,2
COC(=O)CCSc1cc([N+](=O)[O-])cc2c1c(C1OCCS1)nn2-c1ccccc1 (configuration not stated),6,1.3,1.8,14,11,-3.4,4.8,1,1
Cc1nc2sc3c(c2c(=N)n1N)CC(C)(C)OC3,1,-0.2,-2.6,1,0.6,1.7,0.2,-14,-3
COc1ccccc1-n1c(=S)[nH]c2c(sc(=S)n2-c2ccccc2C)c1=O,-9,0.9,-4.5,3,-1.5,nt,1.1,1,-5
O=C(O)CC/C(=C\c1ccccc1[N+](=O)[O-])c1nc2ccccc2s1,-6,0.6,-8.2,-4,-0.8,4.9,1.8,7,2
O/N=C(/Cc1ccccn1)c1ccccc1,17,1.5,-4.9,5,1.0,0.8,1.1,-12,1
OC(CCN1CCCCC1)c1ccc(-c2ccccc2)cc1 (configuration not stated),6,1.4,-2.2,3,-1.2,nt,0.9,-1,-4
CCOc1ccccc1-c1cc(-c2ccccc2)nc2c1c(=O)n(C)c(=O)n2C,nt,-0.2,1.0,nt,nt,nt,-1.4,8,4
Cc1cc(C(=O)COC(=O)/C=C/c2ccc(F)cc2)c(C)n1C,-2,-0.5,-0.3,-6,0.0,1.6,-1.5,-5,1
CCOC(=O)C1(C)CCCCCN1C(=O)c1ccc(Cl)nc1 (configuration not stated),6,nt,-3.3,1,0.3,-0.2,nt,-11,0
CCCC[n+]1c(C)sc2cc(OC)ccc21,-17,-2.0,-0.7,-5,2.0,nt,-2.7,-1,0
CCOC(=O)C1(Cc2cccc(F)c2)CCN(C(=O)C2CCC2)CC1,-7,-0.4,-0.3,-8,-0.8,nt,3.2,0,1
CCCOc1ccc(NCC(=O)Nc2ccc(C)cc2C)cc1,i,-0.4,-4.0,?,-186,1.3,-0.7,0,5
Cc1cc(-c2[nH]nc3c2C(c2ccsc2)C(C#N)=C(N)O3)c(C)s1 (configuration not stated),-2,-0.4,0.7,1,0.5,nt,-7.0,18,-1
O=C1N(Cc2ccccc2)c2ccccc2C12OCCO2,-21,-0.5,-1.0,1,-0.2,4.3,-0.7,4,-1

Remaining list, next part.
Structure,BoNT-F LC inh,PfHsp40 rescue,FadD28 FP inh,Anthrax LF inh2,BoNT A protease,BioA inh,Mtb UGM inh,GDH-TPI counter,Mtb FBA inh
O=C(Cc1ccc(F)cc1)Nc1nnc(-c2ccc(F)cc2)o1,-3,-0.5,-2.8,-3,-1.8,-0.4,0.9,-5,3
Cc1cc(-c2ccc(C(C)C)c(S(=O)(=O)N3CC(=O)Nc4ccccc43)c2)on1,-3,-0.1,-1.6,-3,-2.1,1.2,-1.8,8,-1
CCN1CCN(c2ccc(N)c(C)c2)CC1,-27,2.4,-1.3,0,1.1,nt,-1.0,17,1
CC(C)c1ccccc1NC(=O)CN1C(=O)c2ccccc2C1=O,-9,-0.2,-2.2,-9,1.8,-3.0,-1.4,0,1
C#CCOCCOCCOCCNc1nc(N2CCN(C(=O)CCCCCCCCCCNC(=O)Cn3cc(CCCCCN)nn3)CC2)nc(N2CCN(C(=O)CCCCCCCCCCNC(=O)[C@H]([C@@H](C)CC)n3cc(CCCCCN)nn3)CC2)n1,-59,7.7,-9.7,-17,-0.9,-0.7,-1.0,3,-1
CCN(CC)c1ccc(C(=C2C=CC(=[N+](CC)CC)C=C2)c2ccc(N(CC)CC)cc2)cc1,nt,-5.9,-0.6,?,?,1.2,nt,4,4
CN(C1CCCCC1)S(=O)(=O)c1cccc2nsnc12,0,-0.7,-3.8,0,-0.5,1.2,-4.5,5,-3
COc1ccc(NC(=O)c2nc(C)c(C3(C)CC(c4cccnc4)=NO3)s2)cc1 (configuration not stated),-2,2.3,-4.3,3,0.4,8.7,-0.1,6,-4
Cc1ccc(C)c(OCC(=O)N(Cc2nnc(-c3ccccc3Cl)o2)C2CC2)c1,nt,0.7,-4.5,nt,nt,3.1,nt,-6,0

Profiles from above.
C#CCOCCOCCOCCNc1nc(N2CCN(C(=O)CCCCCCCCCCNC(=O)Cn3cc(CCCCCN)nn3)CC2)nc(N2CCN(C(=O)CCCCCCCCCCNC(=O)[C@H]([C@@H](C)CC)n3cc(CCCCCN)nn3)CC2)n1 reads BoNT-F LC inh = -59; PfHsp40 rescue = 7.7; FadD28 FP inh = -9.7; Anthrax LF inh2 = -17; BoNT A protease = -0.9; BioA inh = -0.7; Mtb UGM inh = -1.0; GDH-TPI counter = 3; Mtb FBA inh = -1
Cc1ccc(C)c(OCC(=O)N(Cc2nnc(-c3ccccc3Cl)o2)C2CC2)c1 reads BoNT-F LC inh = nt; PfHsp40 rescue = 0.7; FadD28 FP inh = -4.5; Anthrax LF inh2 = nt; BoNT A protease = nt; BioA inh = 3.1; Mtb UGM inh = nt; GDH-TPI counter = -6; Mtb FBA inh = 0
